High-throughput results deposited in PubChem by Broad Institute.
EWS-Fli block: EWS/Fli transcriptional activity inhibition; AID 651661; inhibition, % at 12.6 µM; hit rate 0.67% among 350,000; A673 NR0B1-luciferase reporter, viability-normalised;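 active means mean inhibition of at least 50% after viability correction, with every replicate also passing that limit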;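 further: firefly luciferase signal divided by Alamar Blue viability fluorescence both relative to DMSO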
Xi reactivation: activators of X-chromosome reactivation in mouse fibroblasts. XiGFP mouse fibroblasts, % GFP-positive cells imaging, 3 d; cells co-treated with 5-aza-dC sensitizer; scaled so ellipticine positive control = 100%. activation, % at 7.58 µM. hit rate 0.055% among 360,000;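 active means mean normalized replicate activation at least 10% and every replicate at or above 10%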;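 further: 0% = median of on-plate neutral control wells and 100% = ellipticine 6 µM median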
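System: SV40-immortalized XiGFP fibroblast cells, line 68-5-11 / Incubation: 3-day compound exposure, then 15 min fixation at room temperature / Compound: single concentration per compound, delivered by pin transfer / Buffer or medium: DMEM plus 5-aza-dC sensitizer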
S100A4 inh HTS: blocks human S100A4 binding to myosin IIA peptide; P26447; S100A4/TAMRA-MyoIIA peptide fluorescence polarization; inhibition, % at 10.7 µM; hit rate 0.14% among 360,000; AID 652163;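 active means mean inhibition of at least 70% across replicates, with every replicate also reaching that level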
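Material: S100A4 monomer protein / Buffer or medium: 50 mM HEPES pH 7.2, 10 mM CaCl2, 100 mM KCl / Times: 5 min incubation before reading / Benchmarks: neutral control DMSO, positive control TFP / Reagent: labelled myosin peptide probe, 5 nM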
FN deposition inh: fibronectin deposition inhibition | AH1F fibroblasts, Alexa488-fibronectin deposition fluorescence, overnight | hit rate 0.086% among 350,000 | inhibition, % at 12.6 µM;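 active means mean inhibition across replicates of 30% or more, regardless of how many single replicates reach that level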;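 further: positive control wells lacked labelled fibronectin entirely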
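Assay system: AH1F fibroblasts / Quantity: 10000 cells per well / Medium: DMEM plus 2% serum, read in PBS / Reagent: labelled fibronectin 24 nM / Dosing: single dose, pinned / Times: 1 h cell attachment, overnight exposure to compound and label / Signal: fluorescence, ex 485 nm, em 525 nm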
E-sel inducer: E-selectin induction on HUVECs. HUVEC E-selectin immunofluorescence imaging; normalized: neutral wells 0, TNF-alpha wells 100. activation, % at 7.58 µM. hit rate 0.37% among 260,000;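 active means mean E-selectin-positive cell signal at least 10% of the positive control, reached in at least 60% of replicates, without over 20% cell loss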;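 further: in these data hits start at about 27%; measured in HUVEC primary endothelial cells; signal is the percent of cells scored E-selectin positive by PE staining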
Target sequence (P16581 whole entry, looked up): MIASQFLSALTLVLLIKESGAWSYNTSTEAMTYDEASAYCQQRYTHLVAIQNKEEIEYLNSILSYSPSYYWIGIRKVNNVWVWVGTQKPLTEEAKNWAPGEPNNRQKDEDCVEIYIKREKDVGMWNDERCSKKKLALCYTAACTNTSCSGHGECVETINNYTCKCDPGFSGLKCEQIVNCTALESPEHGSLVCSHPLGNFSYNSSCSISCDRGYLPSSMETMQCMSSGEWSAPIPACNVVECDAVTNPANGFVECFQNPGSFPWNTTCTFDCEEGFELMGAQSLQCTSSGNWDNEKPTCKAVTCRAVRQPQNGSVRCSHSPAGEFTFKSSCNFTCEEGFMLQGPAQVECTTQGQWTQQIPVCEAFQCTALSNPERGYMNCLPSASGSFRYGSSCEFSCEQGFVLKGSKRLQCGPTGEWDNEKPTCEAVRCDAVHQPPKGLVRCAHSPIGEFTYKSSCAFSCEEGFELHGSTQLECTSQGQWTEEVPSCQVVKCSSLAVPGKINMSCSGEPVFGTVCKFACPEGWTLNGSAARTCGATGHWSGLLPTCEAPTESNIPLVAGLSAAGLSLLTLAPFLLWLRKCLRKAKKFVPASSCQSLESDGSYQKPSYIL
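material = human umbilical vein endothelial cells (HUVEC), E-selectin induction | quantity = 3,000 cells/well | medium = EGM-2 growth medium on 0.1% gelatin-coated wells | technique = immunofluorescence imaging | read-out basis = % PE-positive cells | control set = TNF-alpha positive control, DMSO neutral control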
esBAF inh: SWI/SNF esBAF complex inhibition; reporter increase, % at 12.5 µM; hit rate 2% among 350,000; mouse ES cells, Bmi1-luciferase knock-in reporter, 24 h; 100% = twice the neutral-well signal; in the data active means activation above about 40%;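 further: 0% = median of the plate's neutral control wells and 100% = double that signal; a rise in the Bmi1 reporter signal indicates esBAF inhibition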
RAD54 branch: RAD54 (human) branch migration inhibition; Q92698; RAD54 Holliday junction branch migration, FAM/BHQ fluorescence; inhibition, % at 10.4 µM; hit rate 0.14% among 360,000; AID 602329;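 active means mean normalized replicate activity at least 40 and at least half of replicates scoring 40 or more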;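 further: 0% = median of neutral control wells and 100% = median of positive control wells; inhibitors cause a drop in the FAM fluorescence signal; in these data hits start at about 50%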
RAD52 inh: RAD52 (human) annealing inhibition; P43351; recombinant RAD52 DNA annealing, FRET fluorescence; inhibition, % at 18.7 µM; hit rate 0.46% among 360,000; AID 651710;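 active means every replicate showing at least 50% inhibition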
Target sequence (P43351 whole entry, looked up): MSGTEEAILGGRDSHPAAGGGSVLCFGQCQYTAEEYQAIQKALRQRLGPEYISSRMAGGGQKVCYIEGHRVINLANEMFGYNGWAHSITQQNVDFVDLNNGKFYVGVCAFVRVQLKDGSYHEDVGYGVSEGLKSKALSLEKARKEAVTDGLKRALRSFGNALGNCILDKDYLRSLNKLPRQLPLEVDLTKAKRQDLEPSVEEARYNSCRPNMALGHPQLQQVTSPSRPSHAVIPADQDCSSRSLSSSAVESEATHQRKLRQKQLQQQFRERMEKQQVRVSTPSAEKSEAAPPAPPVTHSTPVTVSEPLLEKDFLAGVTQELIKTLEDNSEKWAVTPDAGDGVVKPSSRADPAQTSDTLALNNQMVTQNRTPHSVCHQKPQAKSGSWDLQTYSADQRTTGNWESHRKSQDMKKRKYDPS
* hit, by the source's call; . = no result given.

No.	Molecule	EWS-Fli block	Xi reactivation	S100A4 inh HTS	FN deposition inh
1	O=C(C[C@@H]1CC[C@@H](NC(=O)C2CCC2)[C@@H](CO)O1)Nc1nccs1	1.0	-0.1	7.4	.
2	CC(C)(C)OC(=O)Nc1ccccc1-n1nnnc1C(C(=O)c1ccc(F)cc1)N1CCN(c2ccccn2)CC1 (stereo not given)	-0.6	0.4	-1.2	-16.5
3	COc1ccc(C)cc1S(=O)(=O)Nc1ccc2c(c1)OCO2	1.6	0.0	-5.1	6.8
4	NC(=O)[C@@H]1CC2(CC(c3cccc(NC(=O)[C@@H]4CCC(=O)N4)c3)=NO2)CN1C(=O)Cc1ccc([N+](=O)[O-])cc1 (stereo not given in full)	-1.9	0.1	-4.7	14.3
5	CCc1nnc(SCC(=O)Nc2ccc(F)cc2)o1	-2.2	0.0	-18.6	-1.0
6	Cc1nc2cc(N=NC3=C(O)CCCC3=O)ccc2s1	-61.0	0.0	-13.5	-8.5
7	COc1ccc(-c2nc(NCCN(C)C)nc3ccsc23)c(C)c1	-21.2	0.0	2.3	2.0
8	CCOc1ccc(Br)cc1S(=O)(=O)Nc1ccc(Cl)c(S(=O)(=O)N(CC)c2ccccc2)c1	4.3	0.1	-3.0	-4.0

No.	E-sel inducer	esBAF inh	RAD54 branch	RAD52 inh
1	-0.5	1.7	-2.3	-7.5
2	-0.3	.	.	-41.4
3	-0.6	.	.	-4.0
4	0.1	-2.5	0.8	-9.3
5	-0.1	2.4	-4.1	-26.3
6	.	.	.	-22.9
7	0.2	-0.6	22.2	45.0
8	-1.7	.	-7.1	-20.3

Next part.
No.	Molecule	EWS-Fli block	Xi reactivation	S100A4 inh HTS	FN deposition inh
9	CC1(C(=O)Nc2cnc3ccccc3c2)CCN1Cc1ccc2c(c1)OCCO2 (stereo not given)	6.5	0.0	-1.1	-1.9
10	Cc1ccc(Nc2ccc(N3CCN(c4ccc([N+](=O)[O-])cc4)CC3)nn2)cc1	1.2	0.1	-0.9	6.5
11	O=C(Cc1ccc(NC(=O)C2CCN(C(=O)c3ccccc3)CC2)cc1)Nc1cccc(C(=O)N2CCCC2)c1	4.5	0.0	5.0	-0.8
12	CNC[C@H]1Oc2ncc(-c3ccccc3F)cc2C(=O)N([C@@H](C)CO)C[C@H]1C	9.0	0.2	.	-16.8
13	C=CCc1ccc2oc(C(=O)OCC)cc(=O)c2c1O	1.3	0.0	-0.1	3.5
14	CCC(=O)N1[C@H](CO)[C@H](c2ccc(C#CC3CCCCC3)cc2)[C@@H]1CNC(C)C	6.7	0.5	-10.0	4.5
15	O=C(O)c1ccc(/C=N/N2CCN(c3ccccc3)CC2)cc1	-74.4	0.0	-4.8	-5.5
16	C[C@@H]1CN([C@@H](C)CO)C(=O)c2cccc(NC(=O)c3ccc(-c4nccs4)cc3)c2O[C@@H]1CN(C)C(=O)Nc1cccc2ccccc12	-1.0	-1.1	-4.1	20.3

No.	E-sel inducer	esBAF inh	RAD54 branch	RAD52 inh
9	0.4	-0.5	-10.1	-2.1
10	-0.2	-3.6	-10.0	-1.2
11	2.1	-0.5	-3.1	-26.6
12	0.6	-0.6	.	.
13	1.3	.	.	-7.6
14	0.0	.	.	12.7
15	.	41.9*	10.3	-8.4
16	.	-0.2	-8.0	-2.3

Eleven consecutive entries from above, quoted:
No.	Molecule	EWS-Fli block	Xi reactivation	S100A4 inh HTS	FN deposition inh
4	NC(=O)[C@@H]1CC2(CC(c3cccc(NC(=O)[C@@H]4CCC(=O)N4)c3)=NO2)CN1C(=O)Cc1ccc([N+](=O)[O-])cc1 (stereo not given in full)	-1.9	0.1	-4.7	14.3
5	CCc1nnc(SCC(=O)Nc2ccc(F)cc2)o1	-2.2	0.0	-18.6	-1.0
6	Cc1nc2cc(N=NC3=C(O)CCCC3=O)ccc2s1	-61.0	0.0	-13.5	-8.5
7	COc1ccc(-c2nc(NCCN(C)C)nc3ccsc23)c(C)c1	-21.2	0.0	2.3	2.0
8	CCOc1ccc(Br)cc1S(=O)(=O)Nc1ccc(Cl)c(S(=O)(=O)N(CC)c2ccccc2)c1	4.3	0.1	-3.0	-4.0
9	CC1(C(=O)Nc2cnc3ccccc3c2)CCN1Cc1ccc2c(c1)OCCO2 (stereo not given)	6.5	0.0	-1.1	-1.9
10	Cc1ccc(Nc2ccc(N3CCN(c4ccc([N+](=O)[O-])cc4)CC3)nn2)cc1	1.2	0.1	-0.9	6.5
11	O=C(Cc1ccc(NC(=O)C2CCN(C(=O)c3ccccc3)CC2)cc1)Nc1cccc(C(=O)N2CCCC2)c1	4.5	0.0	5.0	-0.8
12	CNC[C@H]1Oc2ncc(-c3ccccc3F)cc2C(=O)N([C@@H](C)CO)C[C@H]1C	9.0	0.2	.	-16.8
13	C=CCc1ccc2oc(C(=O)OCC)cc(=O)c2c1O	1.3	0.0	-0.1	3.5

No.	E-sel inducer	esBAF inh	RAD54 branch	RAD52 inh
4	0.1	-2.5	0.8	-9.3
5	-0.1	2.4	-4.1	-26.3
6	.	.	.	-22.9
7	0.2	-0.6	22.2	45.0
8	-1.7	.	-7.1	-20.3
9	0.4	-0.5	-10.1	-2.1
10	-0.2	-3.6	-10.0	-1.2
11	2.1	-0.5	-3.1	-26.6
12	0.6	-0.6	.	.
13	1.3	.	.	-7.6

No.	Molecule	EWS-Fli block	Xi reactivation	S100A4 inh HTS	FN deposition inh
14	CCC(=O)N1[C@H](CO)[C@H](c2ccc(C#CC3CCCCC3)cc2)[C@@H]1CNC(C)C	6.7	0.5	-10.0	4.5

No.	E-sel inducer	esBAF inh	RAD54 branch	RAD52 inh
14	0.0	.	.	12.7

Later entries
No.	Molecule	EWS-Fli block	Xi reactivation	S100A4 inh HTS	FN deposition inh
17	COc1ccc(-c2nonc2NC(=O)c2oc3ccc(F)cc3c2C)cc1OC	16.5	0.0	0.3	-9.9
18	CCOc1ccccc1/C=C/c1nc2ccccc2[nH]c1=O	-19.2	0.0	1.5	0.8
19	CSc1ccc(S(=O)(=O)NC(C)c2ccccc2)cc1 (stereo not given)	-18.8	0.0	-2.7	4.4
20	Cc1ccc(C(=O)NCCCN2CCN(CCCNC(=O)c3ccc(C)cc3)CC2)cc1	2.0	0.0	0.0	6.8
21	C/C=C/c1cnc2c(c1)C(=O)N([C@@H](C)CO)C[C@@H](C)[C@@H](CN(C)C(=O)c1cccc(F)c1)O2	1.9	-0.9	7.0	-10.7
22	O=C(O)CCCNC(=O)Cc1ccccc1	4.3	0.0	-4.5	-2.4
23	Cc1cc(NC(=O)c2ccc(Cn3nc(C)c(Br)c3C)o2)no1	-2.3	.	-11.9	.
24	COC(=O)NC1CC2C=CC1C1C=CC21 (stereo not given)	-17.8	0.2	-0.7	3.4

No.	E-sel inducer	esBAF inh	RAD54 branch	RAD52 inh
17	.	-14.2	-3.5	-3.0
18	0.0	0.4	-2.1	-12.1
19	.	.	.	-9.1
20	2.8	8.6	0.3	-23.3
21	-0.6	-1.3	3.4	-4.8
22	.	.	.	-13.7
23	.	0.5	-14.8	-15.8
24	0.0	.	.	-3.4

(continued)
No.	Molecule	EWS-Fli block	Xi reactivation	S100A4 inh HTS	FN deposition inh
25	Cc1ccc(C(=O)NC2(C(Cl)Cl)N=C(c3ccccc3)N=C2N)cc1 (stereo not given)	20.2	0.0	-3.0	.
26	C[C@@H]1CCCCO[C@H](CN(C)C(=O)Nc2ccc(C(F)(F)F)cc2)[C@@H](C)CN([C@@H](C)CO)C(=O)c2cc(NC(=O)Cc3ccccc3)ccc2O1	-18.7	-0.1	.	.
27	O=C(Nc1cccc(F)c1)N[C@@H]1CC[C@@H](CCn2cc(Cc3ccccc3)nn2)O[C@@H]1CO	-2.5	0.0	-2.4	.
28	CC1CN(Cc2ccco2)C(=S)NC1=O (stereo not given)	-7.5	0.1	-2.7	-7.3
29	Cc1cc(C)c2c(c1)/C(=c1/sc3n(c1=O)CN(c1ccccc1)CN=3)C(=O)N2	7.5	0.0	-2.1	1.4
30	O=C(CCN1C(=O)/C(=C\c2ccccc2)SC1=S)NNC(=O)c1ccccc1O	0.7	0.9	-0.1	-5.4
31	Cc1ccccc1NS(=O)(=O)c1ccc(C(=O)N2CCCCCC2)cc1	1.0	0.0	3.7	0.8
32	Nn1c(SCC(=O)N2CCCc3ccccc32)nncc1=O	-5.1	-0.1	-3.1	.

No.	E-sel inducer	esBAF inh	RAD54 branch	RAD52 inh
25	.	-5.7	.	-7.0
26	0.4	4.7	-9.0	.
27	0.0	2.6	-2.7	-9.2
28	0.0	0.6	7.6	-7.3
29	0.0	.	.	5.4
30	.	-5.0	-2.5	2.8
31	-0.2	-7.8	1.6	4.9
32	.	.	.	-8.8

Further structures
No.	Molecule	EWS-Fli block	Xi reactivation	S100A4 inh HTS	FN deposition inh
33	O=C(C[C@H]1C[C@@H]2c3cc(NC(=O)CC4CC4)ccc3O[C@@H]2[C@H](CO)O1)NCCc1ccccc1	-0.4	0.0	-18.6	-3.1
34	CC(C)C(NC(=O)C(C)N1C(=O)c2ccccc2C1=O)c1ccccc1 (stereo not given)	-2.9	0.0	-7.7	.
35	O=C(CC1CC1)N1CC2(C1)[C@H](c1ccccc1)[C@H](CO)N2C(=O)c1cccnc1	5.9	0.3	6.5	.
36	COc1cc(C(=O)Nc2ccc3nc(N4CCN(C)CC4)cc(C)c3c2)cc(OC)c1OC	-4.1	0.2	0.9	6.6
37	Fc1cccc(C2NC(=S)NC3=C2N2CCC3CC2)c1 (stereo not given)	.	.	-8.5	4.1
38	COC(=O)C1(C(=O)OC)c2ncccc2N(S(=O)(=O)c2ccc(C)cc2)C1CC(=O)c1ccccc1 (stereo not given)	-0.7	0.0	-6.8	20.0
39	Cc1cc(C(=O)N/N=C/c2cccnc2)c2ccccc2n1	-5.7	0.2	-7.5	-2.4
40	Cn1ccc(NS(=O)(=O)c2cc(Br)ccc2Br)n1	-4.2	0.1	-9.6	3.4

No.	E-sel inducer	esBAF inh	RAD54 branch	RAD52 inh
33	0.1	2.3	12.2	2.4
34	.	6.6	1.4	-5.5
35	-0.2	.	.	-15.0
36	0.1	-1.0	43.9	55.8*
37	-1.2	-2.3	1.1	-7.3
38	-0.1	.	.	-20.5
39	15.0	2.1	0.8	-2.5
40	.	-1.9	-16.1	-12.2

Additional entries follow.
No.	Molecule	EWS-Fli block	Xi reactivation	S100A4 inh HTS	FN deposition inh
41	C[C@@H]1CN([C@@H](C)CO)C(=O)c2cccc(NC(=O)Nc3ccc4c(c3)OCO4)c2O[C@@H]1CN(C)C	7.1	-1.0	5.1	.
42	CC1(C)O[C@@H]2[C@H](O1)[C@@H](COS(=O)(=O)O)O[C@H]2n1cnc2c(=O)[nH]cnc21	-4.3	0.0	0.6	0.4
43	COC(=O)CCCNC(=O)CC1C(=O)NCCN1Cc1ccoc1 (stereo not given)	-4.6	0.1	-0.4	.
44	Cc1ccccc1C(=O)NC(CC(C)C)C(=O)NN1C(=O)c2ccccc2C1=O (stereo not given)	-11.1	0.0	-2.5	3.7
45	CC1CCCCC1NC(=O)CO/N=C/c1ccc(OC(F)F)cc1 (stereo not given)	5.8	0.0	1.9	-8.8
46	CCOC(=O)N1CCN(C(=O)c2cnn(-c3ccccc3)c2NC(=O)c2ccccc2F)CC1	0.4	.	-4.2	.

No.	E-sel inducer	esBAF inh	RAD54 branch	RAD52 inh
41	.	-3.3	6.3	-4.6
42	0.0	4.5	9.6	-6.8
43	.	.	.	-7.2
44	.	.	.	-6.0
45	0.4	.	.	-0.9
46	.	0.3	-0.8	4.9
